Jurkat NFkB inh: lowers PMA/ionomycin-induced NF-kB signal in Jurkat cells; PMA/ionomycin-induced NF-kB luciferase reporter, luminescence; inhibition, % at 4 µM; 330,000 compounds, 0.53% hits; AID 435003
697 NFkB inh: lowers PMA/ionomycin-induced NF-kB signal in 697 B cells; AID 435022; 697 B-cell NF-kB luciferase reporter, 16 h; inhibition, % at 4 µM; 330,000 compounds, 0.33% hits; in the data active = inhibition above about 35%
EBI2 antag: EBI2 (human) antagonism | inhibition, % at 5 µM | P32249 | 360,000 compounds, 0.81% hits | EBI2 beta-arrestin recruitment, luminescence, 7a,25-OHC stimulated; in the data active = inhibition above about 38%;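 note: enzyme fragment complementation signal reports receptor beta-arrestin coupling in cells; 0% = agonist plus DMSO wells and 100% = wells without agonist; some results beyond the cut were filed as inactive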
Target sequence (P32249 whole entry, looked up, the tested form may be a part): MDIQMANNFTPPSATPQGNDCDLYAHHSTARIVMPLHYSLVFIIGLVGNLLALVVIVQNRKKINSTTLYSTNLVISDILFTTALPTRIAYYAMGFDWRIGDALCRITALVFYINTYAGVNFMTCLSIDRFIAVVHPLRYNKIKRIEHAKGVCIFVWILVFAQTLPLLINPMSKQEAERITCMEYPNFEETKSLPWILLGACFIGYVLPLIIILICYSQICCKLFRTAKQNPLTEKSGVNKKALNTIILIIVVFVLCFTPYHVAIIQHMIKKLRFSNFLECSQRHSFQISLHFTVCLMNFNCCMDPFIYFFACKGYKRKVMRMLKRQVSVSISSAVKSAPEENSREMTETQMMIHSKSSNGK
Gli-Sufu block: Gli-Sufu pathway antagonism; Sufu-KO-LIGHT fibroblasts, Gli luciferase reporter luminescence; inhibition, % at 5 µM; 340,000 compounds, 0.74% hits; AID 588413;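 active = inhibition above about 55%, limit read from the data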;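 note: 0% = DMSO-treated cells and 100% = wells with medium but no cells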
Apaf1 inhib: human Apaf-1 inhibition; O14727; reconstituted apoptosome caspase-3 activity, DEVD-Rh110 fluorescence; inhibition, % at 20 µM; 330,000 compounds, 0.71% hits; active = inhibition of at least 40% at 20 µM;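 note: plate controls were DMSO wells for no effect and DEVD-CHO caspase inhibitor wells for full effect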
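Material: reconstituted apoptosome with Apaf-1, cytochrome c, caspase-9, procaspase-3, dATP; medium: pH 7.5 Hepes buffer with CHAPS, BSA, DTT; also added: cytochrome c and DEVD-Rh110 substrate; timing: 30 min plus 50 min, RT; signal: Rh110 fluorescence intensity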
CCR6 antagonist: CCR6 (human) receptor antagonism. P51684. 340,000 compounds, 0.49% hits. CHO-K1 CCR6 PathHunter beta-arrestin, luminescence, CCL20-stimulated. inhibition, % at 20 µM;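 active = compounds whose inhibition of the agonist-driven luminescence signal at 20 µM reaches about 50%, limit read from the data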;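 note: cells stimulated with CCL20 at 14 nM final; plate controls were DMSO with CCL20 for no effect and DMSO without agonist for full effect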
Target sequence (P51684 whole entry, looked up): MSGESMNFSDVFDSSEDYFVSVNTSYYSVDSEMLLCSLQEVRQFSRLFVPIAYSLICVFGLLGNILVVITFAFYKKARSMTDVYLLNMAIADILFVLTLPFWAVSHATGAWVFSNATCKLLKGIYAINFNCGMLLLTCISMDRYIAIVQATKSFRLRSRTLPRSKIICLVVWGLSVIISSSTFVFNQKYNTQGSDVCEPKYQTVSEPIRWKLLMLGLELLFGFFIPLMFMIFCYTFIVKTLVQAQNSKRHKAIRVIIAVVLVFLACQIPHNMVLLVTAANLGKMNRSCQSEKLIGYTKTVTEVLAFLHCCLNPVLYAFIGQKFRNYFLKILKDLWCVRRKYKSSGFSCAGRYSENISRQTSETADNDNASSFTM
UBC13 inh: human UBC13 polyubiquitination inhibition. P61088. UBC13 polyubiquitin chain formation, TR-FRET. inhibition, % at 20 µM. 330,000 compounds, 0.47% hits; in the data active = inhibition above about 45%, passing the limit was not always enough
SENP8 block: blocks the human protease SENP8; Q96LD8; purified SENP8, Z-RLRGG-aminoluciferin cleavage, luminescence; inhibition, % at 10 µM; 330,000 compounds, 1.2% hits; AID 2540
Target sequence (Q96LD8 whole entry, looked up): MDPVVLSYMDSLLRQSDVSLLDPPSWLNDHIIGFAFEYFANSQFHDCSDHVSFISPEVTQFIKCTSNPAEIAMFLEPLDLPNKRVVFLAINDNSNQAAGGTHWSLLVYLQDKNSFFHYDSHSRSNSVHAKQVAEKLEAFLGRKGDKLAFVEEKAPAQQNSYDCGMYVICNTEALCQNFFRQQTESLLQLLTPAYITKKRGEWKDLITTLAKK
The depositor's hits bear a star. Cut-off read from the data, not from the text of the source, unless noted: active = inhibition above about 50%; inactive = the rest. The list is partial, so the mix of outcomes need not match the whole.

SMILES	Jurkat NFkB inh	697 NFkB inh	EBI2 antag	Gli-Sufu block	Apaf1 inhib	CCR6 antagonist	UBC13 inh	SENP8 block
O=C(NCc1ccccc1Br)c1cccc2c1C(=O)c1ccc(N3CCC(Cc4ccccc4)CC3)cc1S2(=O)=O	4	-17	7	3	18	11	-43	-3
CC(=O)c1cccc(NC(=O)Oc2ccccc2)c1	-9	27	5	0	-16	-1	7	1
Cc1nc(NC(=O)CCl)sc1C(=O)N(C)C	9	-14	-8	15	-11	10	-3	0
CN(C)C(CNC(=O)C1CC(=O)N(Cc2ccccc2)C1)c1ccccc1 (stereo unspecified)	10	13	9	-5	6	-3	0	4
COc1cccc(C(C)NC(=O)c2ccncc2)c1 (stereo unspecified)	0	-11	-6	1	-3	16	0	-5
Cc1ccc(/C=N/NC(=O)c2nc3nc(C)cc(C)n3n2)cc1	-27	-21	-7	34	10	-13	-21	-10
Cc1csc(NC(=O)c2ccc3nc[nH]c3c2)n1	-137	-129	-7	-48	3	1	-7	69*
C/C(NC(=O)c1cccs1)=C1\C(=O)C[C@@H]2[C@H]1C2(C)C	-33	-54	1	-36	9	-13	-5	-1
CCCCc1cn([C@@H](CCCCN)C(=O)N2CCNCC2)nn1	-19	13	-11	-13	5	1	-11	-5
Cc1ccc(NC(=O)C(=O)NCCCN2CCOCC2)c(C)c1	-11	0	3	2	-10	10	-3	-5
O=C(NC1CCCC1)c1ccc(COCC(F)(F)F)o1	13	2	-7	1	-17	-3	4	-4
COC(=O)[C@@H]1CCCN1C(=O)CCc1nnc(C2CCCCC2)o1	0	-7	2	2	10	-4	-1	-6

Taken from above.
697 NFkB inh, C/C(NC(=O)c1cccs1)=C1\C(=O)C[C@@H]2[C@H]1C2(C)C is entered as -54
Gli-Sufu block, CCCCc1cn([C@@H](CCCCN)C(=O)N2CCNCC2)nn1 is entered as -13
SENP8 block, Cc1nc(NC(=O)CCl)sc1C(=O)N(C)C is entered as 0
Jurkat NFkB inh, Cc1ccc(NC(=O)C(=O)NCCCN2CCOCC2)c(C)c1 is entered as -11

Following part:
SMILES	Jurkat NFkB inh	697 NFkB inh	EBI2 antag	Gli-Sufu block	Apaf1 inhib	CCR6 antagonist	UBC13 inh	SENP8 block
O=C(Nc1cccc(F)c1)NC1(C(=O)N2CCN3CCCC3C2)CCCCC1 (stereo unspecified)	7	15	7	0	-5	14	-3	-10
CC1CC(C)CN(C(=O)COC(=O)c2ccc([N+](=O)[O-])o2)C1 (stereo unspecified)	-4	18	-11	-8	18	12	-9	-7
CCOc1ccc(CN(C)C(=O)CCc2ccc(S(=O)(=O)N3CCCCCC3)cc2)cc1	2	-5	-2	-1	21	18	14	-4
COc1cc2nc(-c3ccc(Br)o3)oc(=O)c2cc1OC	3	-32	3	0	9	3	12	-3
COC(=O)c1ccc(CN(C(C)=O)c2ccccc2)o1	-3	-12	-9	-20	11	10	0	-10
Cc1c(C(=O)NCc2ccco2)cccc1[N+](=O)[O-]	22	13	0	-7	1	8	-1	-5
CC(C)CNC(=O)c1ccccc1NC(=O)c1ccccc1N(C)S(=O)(=O)c1ccccc1	21	11	0	-6	18	2	0	-4
Cc1cc(C)c(S(=O)(=O)N2CCCC2=O)cc1N(C)S(C)(=O)=O	15	14	-3	-2	3	2	-4	3
CCOC(=O)C1=C(C)Nc2ncnn2C1c1cc(OC)ccc1OC (stereo unspecified)	2	14	-3	4	-9	-3	1	4
COc1ccc(CNCc2c(F)cccc2F)cc1OC	-9	11	7	-8	-11	2	8	4
C=CCn1c(SCC(=O)NC(=O)c2cccc([N+](=O)[O-])c2)nnc1-c1ccccc1F	-1	6	-10	1	-6	-9	20	-2
CCOC(=O)c1cccc(NC(=O)Cn2cnc3c2c(=O)n(C)c(=O)n3C)c1	7	-21	5	5	2	-12	-8	6
CC(C)c1ccccc1N=C1SCCN1C1CCS(=O)(=O)C1 (stereo unspecified)	4	-14	7	-4	3	2	-5	-2
O=C(CSC1=Nc2ccccc2C2=NC(c3ccccc3)C(=O)N12)NC1CCCCC1 (stereo unspecified)	-14	-13	9	11	13	43	1	-11
COc1ccc(/C=C/C(=O)N2CCN(S(=O)(=O)/C=C/c3ccccc3)CC2)cc1OC	-2	-17	89*	4	11	3	-4	-4
O=C(CSc1ncnc2scc(-c3ccccc3)c12)NC1CCS(=O)(=O)C1 (stereo unspecified)	1	6	-5	9	-20	-1	16	-2
O=C(NNC(=O)c1cc2ccccc2o1)c1ccc(F)cc1	-26	-12	19	1	-6	13	-2	-1
Cc1ccc(Cn2c(SC(C)C(N)=O)nc3ccccc3c2=O)cc1 (stereo unspecified)	8	16	6	3	0	3	14	3
O=C(CSc1ccccn1)N/N=C/c1cc([N+](=O)[O-])ccc1O	-1	15	5	-20	-4	21	-42	6
CCOC(=O)N1CCN(C(=O)CCS(=O)(=O)c2ccc3c(c2)CC(C)N3C(=O)CC)CC1 (stereo unspecified)	0	5	-8	-27	-14	18	2	-11
CCOC(=O)c1cnc2c(c(C3CC3)nn2C)c1N1CCOCC1	12	13	-1	6	10	1	-3	-5
COc1ccc(-c2csc(N(CCCN(C)C)C(=O)c3ccc(F)cc3)n2)cc1	-12	-8	1	31	10	-1	12	4
Cc1cc(OC(=O)c2ccccc2)n(CCC#N)n1	-17	24	-12	15	43*	16	6	-1
Cc1ccc(C(C(=O)NCc2ccc(F)cc2)N(C(=O)c2csnn2)C2CC2)o1 (stereo unspecified)	7	3	5	8	-4	6	2	-2

Complete entries as entered above.
`CC(C)c1ccccc1N=C1SCCN1C1CCS(=O)(=O)C1` (stereo unspecified) across the screens: Jurkat NFkB inh = 4; 697 NFkB inh = -14; EBI2 antag = 7; Gli-Sufu block = -4; Apaf1 inhib = 3; CCR6 antagonist = 2; UBC13 inh = -5; SENP8 block = -2
`Cc1cc(OC(=O)c2ccccc2)n(CCC#N)n1` across the screens: Jurkat NFkB inh = -17; 697 NFkB inh = 24; EBI2 antag = -12; Gli-Sufu block = 15; Apaf1 inhib = 43*; CCR6 antagonist = 16; UBC13 inh = 6; SENP8 block = -1

Back to the main list with the two entries that preceded the break.
SMILES	Jurkat NFkB inh	697 NFkB inh	EBI2 antag	Gli-Sufu block	Apaf1 inhib	CCR6 antagonist	UBC13 inh	SENP8 block
Cc1cc(OC(=O)c2ccccc2)n(CCC#N)n1	-17	24	-12	15	43*	16	6	-1
Cc1ccc(C(C(=O)NCc2ccc(F)cc2)N(C(=O)c2csnn2)C2CC2)o1 (stereo unspecified)	7	3	5	8	-4	6	2	-2
COc1ccc(Cl)cc1S(=O)(=O)N(C)CC(=O)NCc1ccc2c(c1)OCO2	5	7	-4	-6	5	1	6	-3
CCOC(=O)c1ccc(N2C(=O)CC(C3CCCO3)C2=O)cc1 (stereo unspecified)	10	12	-8	-7	-1	-8	-1	4
CC(=O)C(Sc1nnnn1-c1ccc(O)cc1)c1ccccc1 (stereo unspecified)	-10	19	1	-4	0	8	1	-5
Cc1ccc(C(=O)NC(=O)CSc2nncn2C)cc1	-6	7	-2	-5	1	-5	5	0
CNC(=O)Nc1ccc(C2SCCS2)cc1	-8	10	-3	-2	-25	6	6	-6
CC(C)(C)C1(c2ccccc2)NC(=O)N(CC(=O)N2CCOCC2)C1=O (stereo unspecified)	-7	-18	3	10	-5	2	-11	-5
Cc1csc2nc(CSc3nc4ccccc4o3)c(Br)n12	-83	-214	-9	5	15	23	9	16
CCOc1ccc(Nc2cc(C)nc(N3CCOCC3)n2)cc1	-11	0	-1	4	10	-13	5	-9
COc1ccc(OCc2cc(C(=O)N(C)CC3CCCCO3)no2)c(Cl)c1 (stereo unspecified)	-64	-48	14	-16	15	9	-8	-7
CC(=O)Nc1cc(NC(C)=O)cc(-c2nc3ccccc3[nH]2)c1	10	22	1	-1	2	-9	-4	-5
Cc1oc(-c2cccc(Br)c2)[n+]([O-])c1C	-6	-1	-11	3	4	1	-2	-17
Cc1cc(C)cc(NS(=O)(=O)c2c(C(=O)N3CCOCC3)c(C)n(C)c2C)c1	17	-16	-4	-10	-7	0	-2	-6
COc1ccc(/C=N/NS(=O)(=O)c2ccc(NC(C)=O)cc2)cc1	6	4	2	-4	-11	5	4	-3
CCC(=O)Nc1cccc(C2=NOC3(C2)C[C@H](C(N)=O)N(C(=O)Cc2ccc([N+](=O)[O-])cc2)C3)c1 (stereo partly specified)	13	14	-2	-8	8	7	19	4
O=C(O)c1cc(-c2ccc(Cl)cc2)n(-c2ccc(F)cc2)n1	-18	6	-3	-9	6	-8	-1	-3
COc1ccc(C2/C=C\CN(C(=O)Nc3ccccc3)CC(=O)N2Cc2ccc(F)cc2)cc1 (stereo unspecified)	2	13	-11	-17	8	10	1	-3
COc1ccccc1-c1cc(C(=O)N/N=C/c2ccc(C)s2)c2ccccc2n1	6	-69	6	-15	11	8	-8	-2
CCN(CC(=O)Nc1c(F)cccc1F)C(=O)CCNS(=O)(=O)c1ccc(C)c(C)c1	11	12	-10	-6	21	8	7	5
CCOc1ccc(CCN2C(=O)C3C4CCC(O4)C3C2=O)cc1OCC (stereo unspecified)	-5	5	9	-6	3	-3	-13	-7
CCNC(=S)NNC(=O)c1cc(C)nc2ccccc12	5	12	-13	-1	-6	12	1	3
CCC(C)(C)NC(=O)C(c1sccc1C)N(Cc1ccco1)C(=O)c1csnn1 (stereo unspecified)	9	6	-3	-6	6	16	3	5
O=C(/C=C/c1ccc(Cl)cc1)N1CCOCC1	-11	-48	50*	-24	10	15	-3	-19
O=C(NC(=S)NNC(=O)c1ccccc1O)c1cccs1	1	-17	-8	-9	-2	17	30	-7
O=C(CSc1nnc(-c2cccnc2)o1)Nc1ccccc1F	-87	-71	1	-26	-7	4	1	11

Shown with values under each structure: entries from further up.
Value order: Jurkat NFkB inh, 697 NFkB inh, EBI2 antag, Gli-Sufu block, Apaf1 inhib, CCR6 antagonist, UBC13 inh, SENP8 block
CNC(=O)Nc1ccc(C2SCCS2)cc1
 : -8, 10, -3, -2, -25, 6, 6, -6
CC(C)(C)C1(c2ccccc2)NC(=O)N(CC(=O)N2CCOCC2)C1=O (stereo unspecified)
 : -7, -18, 3, 10, -5, 2, -11, -5
Cc1csc2nc(CSc3nc4ccccc4o3)c(Br)n12
 : -83, -214, -9, 5, 15, 23, 9, 16
CCOc1ccc(Nc2cc(C)nc(N3CCOCC3)n2)cc1
 : -11, 0, -1, 4, 10, -13, 5, -9
COc1ccc(OCc2cc(C(=O)N(C)CC3CCCCO3)no2)c(Cl)c1 (stereo unspecified)
 : -64, -48, 14, -16, 15, 9, -8, -7
CC(=O)Nc1cc(NC(C)=O)cc(-c2nc3ccccc3[nH]2)c1
 : 10, 22, 1, -1, 2, -9, -4, -5

More compounds follow:
SMILES	Jurkat NFkB inh	697 NFkB inh	EBI2 antag	Gli-Sufu block	Apaf1 inhib	CCR6 antagonist	UBC13 inh	SENP8 block
CCCCCCCc1c(O)nc(SCC(=O)O)[nH]c1=O	-6	14	3	4	13	8	-13	-3
CCOC(=O)c1sc(-c2ccccc2)cc1NC(=O)CSc1nnnn1C	-21	-41	19	20	31	7	9	-13
Cc1ccc(C)c(NS(=O)(=O)c2ccc3c(c2)NC(=O)CCS3)c1	16	10	-2	4	3	4	2	-2
COCCNC(=O)/C(C#N)=C/C(C)=C/c1ccccc1	7	-23	-15	9	6	11	-8	-8
CC(C)N(C(=O)CSc1nnnn1-c1ccc2c(c1)OCO2)C(C)C	-16	13	4	12	15	3	7	8
O=C(Nc1ccccc1N1CCCCC1)c1ccc(-c2ccc(Cl)cc2)o1	54*	-38	-9	-6	24	10	-4	-8
Cc1cc(Sc2nnc(N)s2)c2ccccc2n1	39	-27	-13	-12	-4	0	44	-4
COc1ccc(OC)c(S(=O)(=O)Nc2ccc(C(N)=O)cc2)c1	-22	8	-8	3	-17	12	-3	-5
CC(C)C(NC(=O)c1ccccc1F)C(=O)NCCc1ccccn1 (stereo unspecified)	3	3	-17	16	-21	1	8	2
CCCOc1ccc(Cl)cc1Nc1nc(NCCO)nc(N2CCCC2)n1	5	-9	10	11	5	-13	60*	-6
COc1ccc(/C=N/NC(=O)c2ccc(N(C)S(=O)(=O)c3ccccc3)cc2)cc1OC	-10	7	6	-4	2	14	-6	7
Cc1cc(=S)[nH]c2c(C)cccc12	2	8	13	8	1	-30	-3	-10
COc1ccccc1N(C(=O)c1snc(C(N)=O)c1N)C(C(=O)NC1CCCCC1)c1cccc(OC)c1OC (stereo unspecified)	-14	-8	21	27	14	12	7	-6
